From PubChem
CYP2C9 inhib: blocks human cytochrome P450 2C9; P11712; 96,000 compounds, 20% hits; inhibition, % at 5 µM; CYP2C9 Supersomes, luciferin-H conversion, luminescence; AID 777;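 active = blocking of liver enzyme CYP2C9 beyond about 50% at 5 µM, limit read from the data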; note: values of inactives mirror those of a sister screen read the other way
Target sequence (P11712 whole entry, looked up): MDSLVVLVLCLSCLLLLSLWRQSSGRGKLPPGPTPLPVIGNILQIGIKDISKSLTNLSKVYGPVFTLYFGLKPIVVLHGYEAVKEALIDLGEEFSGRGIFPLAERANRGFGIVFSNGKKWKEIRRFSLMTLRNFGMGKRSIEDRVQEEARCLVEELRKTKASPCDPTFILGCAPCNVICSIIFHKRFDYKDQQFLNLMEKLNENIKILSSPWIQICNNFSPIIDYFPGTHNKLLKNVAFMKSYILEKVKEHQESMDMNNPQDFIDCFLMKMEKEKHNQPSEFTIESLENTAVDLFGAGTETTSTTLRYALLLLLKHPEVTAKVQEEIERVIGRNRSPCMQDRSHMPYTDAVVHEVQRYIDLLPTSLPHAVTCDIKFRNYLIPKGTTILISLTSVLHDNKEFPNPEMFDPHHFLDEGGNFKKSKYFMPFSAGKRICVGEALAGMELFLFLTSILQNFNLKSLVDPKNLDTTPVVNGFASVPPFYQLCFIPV
CYP2C9 act: increases human cytochrome P450 2C9 activity; 96,000 compounds, 1.4% hits; P11712; AID 1024; activation factor at 5 µM; recombinant CYP2C9, luciferin-H conversion, luminescence; hits give high values; factor 1 = untreated enzyme, 0 = blocked;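 active = activation factor of 2 or more for CYP2C9 at a 5 µM dose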;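 note: 0 = sulfaphenazole-blocked wells and 1 = vehicle-only wells; values of inactives mirror those of a sister screen read the other way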
PTK2B oligo ant: antagonists of human Pyk2 oligomerization; Q14289; Q293 cells, Pyk2 FERM NanoBiT luminescence; hits give low values; z-score (the deposit names both 25 µM and 10 µM); 99,000 compounds, 0.83% hits;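 active = Z-score of -3 or lower, scaled per plate to the spread of control and sample wells; inactive = z-score above -3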;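 note: negative z-score means lost luminescence so less FERM oligomerization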
Ecoli WT expand: blocks growth of wild type E. coli BW25113; OD600 absorbance; growth inhibition, % at 100 µM; 98,000 compounds, 0.15% hits;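 active = growth inhibition above about 50% at one test dose, limit read from the data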;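 note: growth measured after 20 h incubation at 37 °C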
CYP2C19 inh: human CYP2C19 inhibition | P33261 | CYP2C19 Supersomes, luciferin-H EGE luminescence, 30 min | inhibition, % at 5 µM | 96,000 compounds, 21% hits | AID 778;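 active = CYP2C19 inhibition above a set limit at 5 µM in the primary screen, cut at about 50% in these data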;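 note: plate controls were negative control wells for no effect and 2.5 mM tranylcypromine positive control for full effect; values of inactives mirror those of a sister screen read the other way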
CYP2C19 act: cytochrome P450 2C19 (human) activation; P33261; recombinant CYP2C19, luciferin-H EGE luminescence; hits give high values; 0 = fully inhibited enzyme, 1 = untreated enzyme; 96,000 tested, under 10 active; activation factor at 5 µM;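 active = activation factor of at least 2 at 5 µM in the primary screen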;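 note: 0 = wells with 2.5 mM tranylcypromine and 1 = vehicle-only wells; values of inactives mirror those of a sister screen read the other way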
PostGolgi yeast: growth inhibition of a yeast mutant, post-Golgi transport screen | post-Golgi transport phenotypic cell assay | inhibition, % at 10 µM | 98,000 compounds, 0.9% hits; in the data active = inhibition above about 30%;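 note: yeast cells grown in 1536-well plates; yeast grown about 18 h at 30C before absorbance read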
EphB4 antag: blocks human EphB4 binding to ephrin-B2. inhibition, % at 7 µM. AID 720. EphB4 LBD / TNYL-RAW-Alexa532 peptide, fluorescence polarization. 97,000 compounds, 0.15% hits. P54760;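 active = inhibition above the screen-wide mean inhibition plus 3 SD, cut at about 15% in these data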;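 note: 0% = DMSO wells and 100% = excess unlabeled TNYL-RAW peptide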
PLAP act: activates human placental alkaline phosphatase. 96,000 compounds, 1.2% hits. purified PLAP enzyme, luminescent substrate read-out; hits give high values. activation fold at 20 µM; in the data active = activation fold above about 2
Target sequence (P05187 whole entry, looked up): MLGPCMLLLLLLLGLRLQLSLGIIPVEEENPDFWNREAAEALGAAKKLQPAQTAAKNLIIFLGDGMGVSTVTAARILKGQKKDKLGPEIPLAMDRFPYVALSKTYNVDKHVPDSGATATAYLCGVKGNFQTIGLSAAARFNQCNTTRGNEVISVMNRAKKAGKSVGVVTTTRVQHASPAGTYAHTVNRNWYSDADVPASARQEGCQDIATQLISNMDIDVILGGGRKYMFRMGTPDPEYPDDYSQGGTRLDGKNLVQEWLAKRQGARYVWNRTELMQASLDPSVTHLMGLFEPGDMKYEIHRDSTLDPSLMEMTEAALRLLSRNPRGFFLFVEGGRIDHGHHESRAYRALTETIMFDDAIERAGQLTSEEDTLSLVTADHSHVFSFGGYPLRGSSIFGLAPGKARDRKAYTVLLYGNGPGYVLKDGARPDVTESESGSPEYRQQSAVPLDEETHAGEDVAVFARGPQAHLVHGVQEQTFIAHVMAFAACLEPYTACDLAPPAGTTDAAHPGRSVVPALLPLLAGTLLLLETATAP
* = called active by the depositor; · = not tested or not shown.

1: CCc1ccc(NC(=O)C(C)Oc2nnc(-c3cccs3)c(-c3cccs3)n2)cc1 (stereo not drawn)
2: O=C(O)c1cccc(CSc2nnc(-c3ccco3)o2)c1
3: COc1ccc(C2c3c(oc4ccccc4c3=O)C(=O)N2c2ccc(C)cn2)cc1OC (stereo not drawn)
4: CC(c1ccccc1)C1C(C#N)=C(N)OC2=C1C(=O)CC(C)(C)C2 (stereo not drawn)
5: Cc1cc2nnc(SC3CCOC3=O)n2c2ccccc12 (stereo not drawn)
6: O=C(NCCCn1ccnc1)c1cc(-c2cccs2)on1
7: Cc1cccc(NC(=O)C2CCCN2S(=O)(=O)c2cccc3cccnc23)c1 (stereo not drawn)
8: CCOc1cc(NC(=O)C2CCCO2)c(OCC)cc1NC(=O)C1CC1 (stereo not drawn)

screen / no.,1,2,3,4,5,6,7,8
CYP2C9 inhib,68*,-8,26,84*,-108,48,70*,8
CYP2C9 act,0.3,1.1,0.7,0.2,2.1*,0.5,0.3,0.9
PTK2B oligo ant,-1.3,2.9,·,-1,0.25,0.31,·,0.67
Ecoli WT expand,-10,-2,-5,9,9,3,-2,-2
CYP2C19 inh,-14,-5,14,90*,-1,79*,27,4
CYP2C19 act,1.1,1.1,0.9,0.1,1,0.2,0.7,1
PostGolgi yeast,-4,-1,-4,-1,-5,-3,-2,1
EphB4 antag,10,-4,-2,4,·,11,4,4
PLAP act,1,1.5,1.2,1,0.9,1,0.8,1.3

9: O=C(C1CCC(CNS(=O)(=O)c2cccs2)CC1)N1CCCCC1 (stereo not drawn)
10: COc1cccc(C(=O)NNC(=O)c2ccccc2Br)c1
11: O=C(c1noc2c1CCCC2)N1CCN(c2ccccc2)CC1
12: Cc1cccc(NC(=O)CC2NC3CCCCC3NC2=O)c1 (stereo not drawn)
13: CCNS(=O)(=O)c1ccc2nc(NC(=O)c3cccnc3)sc2c1
14: O=C1/C(=C/c2ccccc2)Nc2ccccc21
15: COc1ccccc1CNC(=O)N[C@@H](Cc1ccccc1)C(=O)O
16: O=S1(=O)CC=C(CSc2nc3ccccc3[nH]2)C1

screen / no.,9,10,11,12,13,14,15,16
CYP2C9 inhib,19,-182,5,-2,28,28,21,-5
CYP2C9 act,0.8,2.8*,1,1,0.7,0.7,0.8,1
PTK2B oligo ant,0.27,0.39,0.25,1.1,0.4,-0.77,0.94,1.7
Ecoli WT expand,7,1,-9,7,-2,5,-2,9
CYP2C19 inh,13,9,-4,16,-19,7,70*,14
CYP2C19 act,0.9,0.9,1,0.8,1.2,0.9,0.3,0.9
PostGolgi yeast,1,-1,2,13,0,-32,-1,-3
EphB4 antag,-1,-7,·,-2,-3,7,0,3
PLAP act,1.4,1.6,1,1.1,1.1,0.6,1,0.8

17: COc1ccc(OC)c(NS(=O)(=O)c2ccc(Cl)s2)c1
18: CC(=O)c1cccc(NC(=O)Oc2ccccc2)c1
19: CCNc1nc(NC(C)(C)C)nc(N(CC)n2cnnc2)n1
20: CCOC(=O)C1CCN(Cc2cnc(Oc3ccc(OC)cc3)s2)CC1
21: COC(=O)c1ccsc1NC(=O)CSc1nnnn1-c1ccccc1SC
22: O=C1C=C(NCc2ccc(Cl)c(Cl)c2)C2(CCCCC2)O1
23: Cc1cccc(N2CCN(C(=O)c3ccc4ncsc4c3)CC2)c1C
24: CC1=CC2=NC(=O)CC(C)(C(=O)N(CC(=O)NC(C)(C)C)Cc3cccs3)N2C=C1 (stereo not drawn)

screen / no.,17,18,19,20,21,22,23,24
CYP2C9 inhib,·,10,4,12,-98,38,28,-3
CYP2C9 act,·,0.9,1,0.9,2*,0.6,0.7,1
PTK2B oligo ant,-0.47,-0.01,0.07,0.35,-2.6,-1.7,0.17,-0.17
Ecoli WT expand,1,9,4,8,-1,-6,-1,-5
CYP2C19 inh,·,14,6,8,6,77*,66*,3
CYP2C19 act,·,0.9,0.9,0.9,0.9,0.2,0.3,1
PostGolgi yeast,10,-4,-4,6,0,2,-5,-8
EphB4 antag,2,2,0,6,4,-5,0,-6
PLAP act,·,0.8,1.1,1.3,0.9,0.9,1.5,0.9

25: CSCCC(CO)NC(=O)OCc1ccccc1 (stereo not drawn)
26: O=C(CCCOc1ccccc1)NCc1ccco1
27: CCCn1c(=O)c(C(=O)Nc2ccccc2C(=O)OCC)c(O)c2ccccc21
28: COc1ccccc1-c1nnc(SCC(=O)Nc2cc(C)on2)o1
29: CCc1nnc(NC(=O)CSc2nnc(COc3cccc(C)c3)o2)s1
30: CCOC(=O)Cc1csc(NC(=O)COc2ccccc2)n1
31: CN1C2CCC1/C(=C\c1ccccc1)C(=O)/C2=C\c1ccccc1
32: N#CC1=C(N)C(C#N)(C#N)C2(CCC3(CC2)OCCO3)C2CC3(CC=C12)OCCO3 (stereo not drawn)

screen / no.,25,26,27,28,29,30,31,32
CYP2C9 inhib,1,18,2,-64,37,55*,-124,17
CYP2C9 act,1,0.8,1,1.6,0.6,0.5,2.2*,0.8
PTK2B oligo ant,0.17,2.2,-1.5,-0.12,0.47,0.36,-1.2,1.4
Ecoli WT expand,3,2,-17,5,-10,2,-3,-6
CYP2C19 inh,44,37,-8,-7,28,28,40,-1
CYP2C19 act,0.6,0.6,1.1,1.1,0.7,0.7,0.6,1
PostGolgi yeast,-14,-4,-6,-1,-5,2,9,-7
EphB4 antag,-6,3,·,-7,2,2,-2,4
PLAP act,0.9,1.1,1.3,1,1.2,0.8,1.1,1.1

33: CCc1nnc(SCC(=O)Nc2ccc3c(c2)OCO3)o1
34: CC(C)NC(=O)c1cnc(Sc2ncc(C(F)(F)F)cc2Cl)n1C
35: CC(C)CC[n+]1ccn(C2=C([O-])c3ccccc3C(=O)/C2=N\S(=O)(=O)c2ccccc2)c1
36: COc1ccc(C(=O)NNC(=O)CN2CCC(n3nnc4cc(C(F)(F)F)ccc43)CC2)cc1
37: CCOC(=O)CNC(=O)CN1C(=O)CCS(=O)(=O)c2ccccc21
38: Cc1ccc(OC(=O)COc2ccccc2)c(-n2nc3ccccc3n2)c1
39: Cn1c(=O)c2c(ncn2CC(=O)NC(C)(C)C)n(C)c1=O
40: O=C1NC2(CCCCC2)N=C1c1ccc(Br)cc1

screen / no.,33,34,35,36,37,38,39,40
CYP2C9 inhib,45,-109,40,21,·,-2,-13,20
CYP2C9 act,0.6,2.1*,0.6,0.8,·,1,1.1,0.8
PTK2B oligo ant,-0.2,0.65,0.01,2.2,0.55,2.1,1.8,-0.02
Ecoli WT expand,14,-4,6,-4,2,0,7,-2
CYP2C19 inh,72*,25,8,4,·,-4,3,57*
CYP2C19 act,0.3,0.7,0.9,1,·,1,1,0.4
PostGolgi yeast,3,-2,3,5,4,-8,-5,20
EphB4 antag,2,-3,2,5,-2,2,-6,-1
PLAP act,0.8,1.1,1,0.8,·,1,1,0.9

Laid out differently: results already given.
nr	SMILES	CYP2C9 inhib	CYP2C9 act	PTK2B oligo ant	Ecoli WT expand	CYP2C19 inh	CYP2C19 act	PostGolgi yeast	EphB4 antag	PLAP act
14	O=C1/C(=C/c2ccccc2)Nc2ccccc21	28	0.7	-0.77	5	7	0.9	-32	7	0.6
15	COc1ccccc1CNC(=O)N[C@@H](Cc1ccccc1)C(=O)O	21	0.8	0.94	-2	70*	0.3	-1	0	1
16	O=S1(=O)CC=C(CSc2nc3ccccc3[nH]2)C1	-5	1	1.7	9	14	0.9	-3	3	0.8
17	COc1ccc(OC)c(NS(=O)(=O)c2ccc(Cl)s2)c1	·	·	-0.47	1	·	·	10	2	·

The list continues:
41: CCOC(=O)CC(=O)CSc1nc2nc(C)cc(C)n2n1
42: O=C(O)C1CC1C(=O)N1CCN(c2ccc(Cl)c(Cl)c2)CC1 (stereo not drawn)
43: CCOC(=O)c1c(NC(=O)CSc2nncn2C)sc(C)c1C
44: CCOC(=O)C(C)c1c(C)[nH]c(=S)[nH]c1=O (stereo not drawn)
45: COc1ccc(C2C(C#N)=C(N)Oc3cc4c(cc32)OCO4)cc1 (stereo not drawn)
46: Cc1ccc(S(=O)(=O)N2CCN(S(=O)(=O)N3CCOCC3)CC2)cc1C
47: Cc1nc2c(C(=O)N3CCCC3)cnn2c(C)c1Cc1c(F)cccc1Cl
48: O=C1CCCN1c1ccc(S(=O)(=O)Oc2cccc(Cl)c2)cc1[N+](=O)[O-]

screen / no.,41,42,43,44,45,46,47,48
CYP2C9 inhib,17,-11,9,1,87*,-6,-20,46
CYP2C9 act,0.8,1.1,0.9,1,0.1,1.1,1.2,0.5
PTK2B oligo ant,0.3,0.55,0.8,0.33,-1.2,-0.01,-1,-0.04
Ecoli WT expand,3,0,-8,-4,0,-8,2,-11
CYP2C19 inh,19,-2,10,-7,87*,50*,54*,66*
CYP2C19 act,0.8,1,0.9,1.1,0.1,0.5,0.5,0.3
PostGolgi yeast,-2,-1,-2,21,2,-2,-5,-1
EphB4 antag,-1,1,0,2,-5,4,-3,-2
PLAP act,1.4,1.3,1.1,0.8,1,1,1,1

49: O=C(/C=C/c1c(Cl)cccc1Cl)Nc1ccncc1
50: COc1ccc(OCC(=O)N2CCN(C(=O)Cc3ccccc3)CC2)cc1
51: COC(=O)[C@@H](NC(=O)NCc1ccc(F)cc1)C(C)C
52: O=C(Cn1c(=S)nc2ccccn21)N1CCc2ccccc2C1
53: COc1ccc(Br)cc1S(=O)(=O)N1CCN=C1C
54: Cc1ccc(S(=O)(=O)C2(C(=O)NC3CCCC3)CC2)cc1
55: Cc1oc(CC(C)C)c(CN)c1C(=O)O
56: CC(=Nc1ccc2c(c1)nc(CO)n2C)C1=C(O)CC(C)(C)CC1=O

screen / no.,49,50,51,52,53,54,55,56
CYP2C9 inhib,93*,16,-6,4,-27,3,8,26
CYP2C9 act,0.1,0.8,1.1,1,1.3,1,0.9,0.7
PTK2B oligo ant,0.21,0.29,1.5,0.28,0.38,0.47,0.62,0.06
Ecoli WT expand,-5,0,3,2,8,2,12,-6
CYP2C19 inh,94*,36,-2,24,40,23,5,15
CYP2C19 act,0.1,0.6,1,0.8,0.6,0.8,1,0.9
PostGolgi yeast,51*,-1,4,-3,32*,-11,-9,-4
EphB4 antag,-1,3,4,4,0,-4,8,-6
PLAP act,0.9,1.2,0.9,0.9,0.8,0.9,0.8,1.1

57: CC1(C)CC(=O)C=C(Nc2ccccc2NC(=O)c2cnccn2)C1
58: O=C(NC1CCCCC1)C1CC=CCC1C(=O)OCC(Cl)=C(Cl)Cl (stereo not drawn)
59: O=C(Nc1cccc(C(F)(F)F)c1)/C(=C/c1ccco1)NC(=O)c1cccs1
60: CCCN1C(=O)c2cc(C(=O)O)ccc2C1O (stereo not drawn)
61: O=C(c1ccc(Br)o1)N1CCN(c2ccc3nnc(-c4ccc(F)cc4)n3n2)CC1
62: COC(=O)c1cc(=O)n(CCc2ccc(OC)cc2)c(=Nc2ccc(F)c(Cl)c2)s1
63: CC(C)C(NS(=O)(=O)c1cccs1)C(=O)NCc1ccc2c(c1)OCO2 (stereo not drawn)
64: CCOc1ccccc1N1CC(C(=O)Nc2ccc(C(=O)O)cc2)CC1=O (stereo not drawn)
65: CC(C)N(Cc1nc(-c2ccccc2)no1)C(=O)c1ccc(Cl)cc1
66: CCn1c(CNC(C)=O)nnc1SCC(=O)c1ccc(Br)cc1
67: Cc1ccc(CNC(=O)COC(=O)c2ccc(S(=O)(=O)N3CCCC3)cc2)cc1

screen / no.,57,58,59,60,61,62,63,64,65,66,67
CYP2C9 inhib,42,34,13,0,67*,56*,84*,3,80*,-8,17
CYP2C9 act,0.6,0.7,0.9,1,0.3,0.4,0.2,1,0.2,1.1,0.8
PTK2B oligo ant,0.1,-0.65,-0.52,·,·,·,·,0.97,·,0.62,0.38
Ecoli WT expand,5,5,2,-5,-14,-22,4,3,-5,10,-9
CYP2C19 inh,0,17,34,-19,16,28,94*,4,79*,13,-2
CYP2C19 act,1,0.8,0.7,1.2,0.8,0.7,0.1,1,0.2,0.9,1
PostGolgi yeast,-4,-8,1,-5,-2,-1,7,18,0,1,-1
EphB4 antag,1,-6,-4,-10,-3,0,·,-4,0,-11,5
PLAP act,1.2,0.9,0.9,1,1.5,1,1,1.3,1.5,0.8,1
